# Compound activity as filed in PubChem BioAssay.
# SMARCA2 activ: increases SMARCA2 function in MMTV reporter cells | MG213 cells, MMTV-luciferase reporter, dexamethasone, overnight | activation, % at 9.1 µM | 1% of 370,000 active; in the data active = activation above about 7.8%;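 note: 0% = vehicle wells and 100% = reference activator wells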
# hgDAF12 agonist: agonists of H. glycines DAF-12 nuclear receptor | HEK293 GAL4-hgDAF12 UAS-luciferase reporter, agonist luminescence; normalized to butyrate control | activation, % at 6.8 µM | 1.8% of 370,000 active | AID 687014;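 active = activation above a cutoff set at the mean of all screened compounds plus 3 SD, cut at about 10% in these data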;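 note: 0% = DMSO wells and 100% = sodium butyrate wells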
# DAX1 inh-1: inhibitors of human orphan nuclear receptor DAX1 (NR0B1) | HEK293 Gal4-DAX1 luciferase reporter, luminescence | AID 504766 | 0.99% of 340,000 active | P51843 | inhibition, % at 6.75 µM;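 active = inhibition above the mean over all tested compounds plus 3 SD, cut at about 4.2% in these data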;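 note: 0% = DAX1-transfected cells with DMSO and 100% = empty-vector control cells with DMSO; inhibition shows as a rise in luminescence from relieved DAX1 repression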
# Target sequence (P51843 207-470 limits assumed): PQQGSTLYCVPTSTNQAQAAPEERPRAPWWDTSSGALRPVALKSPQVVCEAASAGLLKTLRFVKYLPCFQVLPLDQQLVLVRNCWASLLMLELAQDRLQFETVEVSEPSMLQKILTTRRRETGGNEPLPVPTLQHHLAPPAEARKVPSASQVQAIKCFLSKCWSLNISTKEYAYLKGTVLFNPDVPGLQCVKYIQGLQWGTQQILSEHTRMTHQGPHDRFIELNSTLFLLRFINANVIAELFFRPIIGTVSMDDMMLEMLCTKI
# DAX1 inh-2: DAX1 (NR0B1) inhibition, primary screen | HEK293T StAR-luciferase reporter, SF-1/DAX-1 repression relief | inhibition, % at 6.8 µM | 1.1% of 370,000 active | AID 652010;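 active = inhibition above the mean over all tested compounds plus 3 SD, cut at about 3.6% in these data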;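 note: 0% = DAX-1 cells with DMSO and 100% = cells lacking DAX-1 with DMSO; higher inhibition means more luminescence from relief of DAX-1 repression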
# GC-B act: GC-B (human) receptor activation; P20594; activation, % at 10 µM; HEK293-GC-B cells, CNP EC30, cGMP TR-FRET; 0% at EC30 CNP, 100% saturating CNP; 0.11% of 370,000 active;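 active = activation at 10 µM reaching about 35% in either raw or pattern-adjusted values, limit read from the data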
# hcDAF-12 act: H. contortus DAF-12 activation, primary screen; AID 652067; HEK293 hcDAF-12 lit1-tk-luc reporter, luminescence; 0% DMSO, 100% Δ7-dafachronic acid; 1.4% of 370,000 active; activation, % at 6.8 µM;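 active = activation above the mean of all tested compounds plus 3 SD, cut at about 5.5% in these data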;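 note: 100% = response to 3 µM Δ7-dafachronic acid high control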
# FXN GAA850 act: increases GAA850 frataxin promoter reporter activity | HEK293 lucGAA850 FXN promoter luciferase reporter, 24 h; percent of 10 µM SAHA response | activation, % at 6 µM | 0.56% of 360,000 active | AID 540364;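 active = activation above the average of all compounds screened plus 3 SD, cutoff fixed separately per campaign, cut at about 7.5% in these data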;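 note: 0% = DMSO wells and 100% = 10 µM SAHA wells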
# GC-A act: GC-A (human) enzyme activation | AID 1671463 | activation, % at 10 µM | HEK293 GC-A cells, cGMP TR-FRET, EC30 ANP; 0% at EC30 ANP, 100% saturating ANP | 0.14% of 370,000 active; in the data active = activation above about 40%
# proKLK7 act: proKLK7 (human) activation, primary screen; activation, % at 7 µM; AID 652039; purified proKLK7, EDANS-DABCYL substrate fluorescence; 100% is mature enzyme control, 0% vehicle; 0.9% of 370,000 active; P49862;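 active = activation above the mean of all tested compounds plus 3 SD, computed per campaign excluding outliers beyond control limits, cut at about 13% in these data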
# Target sequence (P49862 whole entry, looked up): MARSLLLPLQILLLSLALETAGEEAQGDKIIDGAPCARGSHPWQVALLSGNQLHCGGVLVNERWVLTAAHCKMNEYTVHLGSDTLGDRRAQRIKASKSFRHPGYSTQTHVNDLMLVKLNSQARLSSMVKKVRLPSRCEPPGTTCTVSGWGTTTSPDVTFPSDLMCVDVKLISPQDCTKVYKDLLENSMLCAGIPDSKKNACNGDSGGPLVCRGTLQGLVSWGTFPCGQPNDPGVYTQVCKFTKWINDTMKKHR
# ssDAF-12 act: activates DAF-12 receptor from parasite S. stercoralis; activation, % at 6.8 µM; HEK293 ssDAF-12/GRIP1 lit1-tk-luc reporter, luminescence; % of 3 µM dafachronic acid response; 1% of 370,000 active; AID 652126;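 active = activation above the mean over all tested compounds plus 3 SD, cut at about 0.9% in these data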;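 note: 0% = DMSO-only wells and 100% = 3 µM delta7-dafachronic acid wells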
# sPLA2-III inh: Blocks human group III sPLA2 activity; QFRET BODIPY PC-A2 liposome hydrolysis, fluorescence; inhibition, % at 12.2 µM; 0.56% of 370,000 active; AID 743126;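 active = inhibition above mean plus 3 SD of compounds lying within the high and low control bounds, cut at about 19% in these data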;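 note: 0% = median of test compound wells and 100% = no enzyme DMSO wells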
# Target sequence (Q9NZ20 whole entry, looked up): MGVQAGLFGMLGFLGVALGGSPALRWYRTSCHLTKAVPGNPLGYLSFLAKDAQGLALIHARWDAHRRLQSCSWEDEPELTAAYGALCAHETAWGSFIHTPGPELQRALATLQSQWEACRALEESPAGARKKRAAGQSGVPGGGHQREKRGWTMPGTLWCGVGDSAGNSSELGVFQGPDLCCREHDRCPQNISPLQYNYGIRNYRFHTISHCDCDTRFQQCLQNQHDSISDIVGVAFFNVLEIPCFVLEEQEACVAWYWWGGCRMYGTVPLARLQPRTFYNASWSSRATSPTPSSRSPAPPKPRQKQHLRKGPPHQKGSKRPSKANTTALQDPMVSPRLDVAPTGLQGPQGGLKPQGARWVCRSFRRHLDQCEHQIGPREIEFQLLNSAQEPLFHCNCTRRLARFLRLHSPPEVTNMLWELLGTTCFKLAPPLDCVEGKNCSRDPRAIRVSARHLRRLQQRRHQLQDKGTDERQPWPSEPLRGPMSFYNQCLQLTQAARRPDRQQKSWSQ
# * marks the source's active call; other numbers are inactive results; · = no result given; & = joins results of further samples.
# Below each SMILES – hgDAF12 agonist, GC-A act, GC-B act, proKLK7 act, FXN GAA850 act, DAX1 inh-2, DAX1 inh-1, ssDAF-12 act, SMARCA2 activ, sPLA2-III inh, hcDAF-12 act
- COc1ccc(-c2nc(N)n(C(=O)c3ccc(C)cc3)n2)cc1
  -0.5, 3, 3, 0.0, 0.3, 0.2, -1.2, -1.2, -3, -3, -1.8
- CCN(CC)CCN1CCn2c3c(c4cc(C)ccc42)CCCC31 (stereo unspecified)
  1.5, 6, -9, 3.9, 1.1, -0.5, -0.8, -0.2, 2, 23*, 4.8
- CC(=O)NC1=NC(=O)C(C)S1 (stereo unspecified)
  1.0, 3, -1, 0.1, 1.3, 0.2, 1.0, -0.9, 0, 3, -0.8
- Cc1cc(N(CC(=O)NC2CC2)S(C)(=O)=O)ccc1Br
  -0.4, 1, -2, 0.2, -0.6, 0.2, -0.8, -0.8, -2, 1, -2.4
- COc1ccc(C2=NOC(C(=O)N3CCN(C(=O)c4ccco4)CC3)C2)cc1OC (stereo unspecified)
  -2.4, -2, 7, -0.1, 0.0, -1.4, 0.6, -1.5, 4, 8, -1.8
- O=c1cc(NS(=O)(=O)c2ccccc2)nc(SCc2ccc(Cl)cc2)[nH]1
  -0.4, -4, 1, -0.1, 2.0, 0.2, 2.6, -1.9, 7, -20, -0.7
- Cc1cc(NC(=O)CCC(=O)N(CC(=O)NCC2CCCO2)c2ccccc2C)no1 (stereo unspecified)
  -1.5, 2, 3, 0.3, 1.3, 0.4, 0.2, -0.8, -9, 5, -0.3
- CCN(CC)S(=O)(=O)c1ccc(C)c(NC(=O)COc2ccc(Br)cc2Cl)c1
  0.7, -1, 2, 0.0, 1.9, 0.1, -0.6, 0.3, 4, 2, -2.5
- CCOC(=O)c1[nH]c(C)c(CCC(=O)O)c1C
  1.7&-1.4, -1&3, 5&-2, 0.1&0.7, -0.1&1.2, -0.6&-0.3, 0.0&1.8, -1.1&-0.6, 1&-4, -4&5, -1.7&-1.0
- CCOC(=O)[C@@H]1[C@H]2COc3ccccc3[C@@H]2N2C(=O)N(c3cccc(C)c3)C(=O)[C@]12C
  0.7, 7, 1, -0.1, -0.1, -0.2, 1.6, -0.9, 1, -13, -1.7
- COc1ccc(C(=O)NNC(=O)c2ccncc2)cc1
  -0.4, -1, -1, 0.8, -2.7, -0.2, -0.9, -0.9, -2, 8, -3.6
- CC1C2C(c3ccccc3)N(C)C(=O)N(C)C2N(C)C(=O)N1C (stereo unspecified)
  -1.0, 3, 6, 0.2, -0.3, 0.1, 0.3, -1.5, 1, -3, -0.2
- CCN(CC)S(=O)(=O)c1ccc(N2CCCC2)c(NC(=O)C2=NN(c3ccccc3)C(=O)CC2)c1
  2.9, -4, 1, 1.3, 1.9, 1.5, 0.9, -0.9, -2, -12, -1.6
- Cc1cc(C(=O)CN2C(=O)NC3(CCCCC3)C2=O)c(C)n1C
  6.6, 0, -6, 0.4, 3.3, -0.2, 2.9, -0.8, -1, 4, 0.8
- CC(=O)Nc1ccc(S(=O)(=O)NNC(=O)CCC(=O)NCc2ccccc2)cc1
  2.4, 2, 5, 0.4, -0.9, 0.6, 1.2, -1.3, -1, 3, -1.7
- CCn1nc(C)cc1C(=O)N1CCCC(N2CCN(c3ccccc3OC)CC2)C1 (stereo unspecified)
  -0.7, 2, 0, -0.2, -0.5, -1.3, 0.3, -0.9, -1, -4, -1.6
- COc1cccc(C(CNC(=O)c2ccc(Cl)c(S(=O)(=O)N3CCCC3)c2)N(C)C)c1 (stereo unspecified)
  0.2, -5, -1, 0.9, -1.2, 2.0, -1.2, -1.1, -4, -3, 1.0
- NC1=NC[C@H](CC2CCCCC2)N1CCc1cc(C(F)(F)F)cc(C(F)(F)F)c1
  3.5, -3, -6, -0.3, -2.4, -0.9, 0.9, -0.9, 0, 3, -1.9
- CCN(CC)c1ccc(NC(=O)c2cccc(F)c2)c(C)c1
  0.8, -2, -5, 1.0, -6.7, -3.0, -4.7, -1.5, 5, 8, -1.1
- CC(C)N(C(=O)C[n+]1ccsc1N)c1ccccc1
  0.1, 3, 2, 0.2, 0.1, 0.1, 1.8, -0.8, -3, 1, 0.3
- CC1CC2=C(C(=O)O1)C(C)Nc1ccccc1N2 (stereo unspecified)
  0.7, 2, 0, 0.0, -2.9, 0.0, 0.1, -1.5, -1, 8, -1.6
- O=C(Nc1c2c(nn1-c1ccc([N+](=O)[O-])cc1)CS(=O)(=O)C2)c1cccs1
  4.1, -3, -5, 0.7, -0.7, -0.4, -0.6, -1.6, 0, 5, -1.1
- O=c1ccn([C@@H]2O[C@H](CNS(=O)(=O)c3csc(-c4ccno4)c3)[C@@H](O)[C@H]2O)c(=O)[nH]1
  -0.9, -1, 4, -0.7, -0.3, 1.5, 0.1, -1.4, -2, 3, -1.1
- NS(=O)(=O)c1ccc(CNC(=O)CCSCCC(=O)NCc2ccc(S(N)(=O)=O)cc2)cc1
  2.5, 3, 3, -0.7, -0.5, -0.5, -1.5, -1.6, 0, 0, -1.8
- O=C(/C=C/[C@H]1O[C@@H](n2ccc(=O)[nH]c2=O)[C@H](O)[C@@H]1O)N[C@@H](Cc1ccccc1)C(=O)O
  -0.2, 1, 6, 0.1, ·, 1.3, ·, -1.1, 4, 9, 2.5
- O=C(O)CCC(=O)Nc1cccc(C(=O)Nc2cccc(Cl)c2)c1
  -2.0, 1, 0, 0.1, 1.1, 0.3, 1.2, -0.6, -1, 7, 0.2
- CN(CC(=O)Nc1ccccc1Cl)CC(=O)Nc1ccccc1[N+](=O)[O-]
  -2.1, -1, 1, 0.6, 1.8, -1.0, 0.0, -1.4, -1, 1, -0.7
- Cc1csc(=O)n1CCC(=O)OCC(=O)NCc1ccc(F)cc1
  0.5, -2, -5, 0.1, 1.6, 0.1, 2.1, -1.1, 2, -3, -1.7
- CC(C)(C)C1=CC(CC(N)=O)(C(C)(C)C)OC1=O (stereo unspecified)
  -0.2, 4, 9, 1.0, ·, 1.4, ·, -1.5, 1, -3, -1.2
- O=C(c1ccc2c(c1)OCO2)N1CCN(CCN2C(=O)c3cccc4cccc(c34)C2=O)CC1
  -1.3, 0, 5, -0.6, 2.5, -0.2, -0.6, -1.1, 2, 2, -1.5
- Cc1cccc(S(=O)(=O)NC(=O)C2(C)CCN2C(=O)c2c(C)noc2C)c1 (stereo unspecified)
  -1.5, -1, 5, -0.2, 2.7, -0.6, ·, -0.8, -1, 9, -0.6
- CCN(C(=O)COc1ccccc1)C1CCCCC1
  2.2, -4, 5, -0.2, 1.1, -1.2, -0.1, -1.6, -6, 11, 0.2
- Cc1ccc(Cn2nnnc2CN2CCC(c3nc4ccc(Cl)cc4[nH]3)CC2)cc1
  -2.9, -12, -3, -0.3, -1.4, -1.6, -0.5, -2.0, -2, -46, -2.3
- O=C1CCC(C(=O)N2CCC(CO)CC2)CN1Cc1ccc(Cl)cc1 (stereo unspecified)
  -0.9, 1, 3, -0.2, 2.4, 1.8, -0.2, -0.1, -2, 3, 2.2
- Cc1cccc(COCC(Cc2ccccc2)N2CCN(C(=O)c3cccc(C)c3)CCC2=O)c1 (stereo unspecified)
  -0.6, 0, -4, 0.6, 2.4, -0.4, -1.4, -1.5, 1, -6, -1.1
- COc1cccc(C2NC(=O)NC(C)=C2C(=O)OCC2CCCCC2)c1 (stereo unspecified)
  1.4, 0, -4, -0.4, -0.5, 0.1, -1.2, -1.1, -4, -2, -2.3
- O=S(=O)(NCCC1=CCCCC1)c1ccc(F)cc1
  -0.6, 0, -4, 0.3, 0.7, -1.9, 0.5, -1.1, 1, -15, -3.3
- O=S(=O)(NC1CCCCCC1)c1cccc(Cl)c1
  0.0, -4, -1, -0.1, 1.0, -1.6, 0.7, -1.1, -1, -8, -0.4
- CCc1nnc(NC(=O)CSc2nnc(-c3cccnc3)n2CC)s1
  -0.1, 2, 2, 0.2, -1.9, 0.7, -0.5, -0.4, 5, 5, -0.8
- COC(=O)c1ccccc1NC(=O)CNc1cc(Cl)ccc1N1CCOCC1
  1.0, -17, -16, -0.9, 1.3, 0.2, -0.7, -0.9, 0, 1, -0.5
- CC(=O)NC(c1ccccc1)c1nc(-c2ccc(Cl)cc2)cs1 (stereo unspecified)
  0.8, -2, -1, -0.5, 1.5, -1.7, ·, -1.7, -2, -21, -2.2
- CC(C)OCCCNC(=O)CNC(=O)c1cccs1
  4.3, 4, 7, 0.1, -1.8, 0.0, 0.2, -1.0, 2, -5, -0.7
- COc1ccc(-c2nc(-c3cccnc3)no2)cc1OC
  1.7, -7, 0, -0.3, 4.1, 0.2, -0.5, -0.7, -2, 0, 0.0
- COC(=O)C1CCN(CC(=O)NC(=O)Nc2ccccc2F)CC1
  1.9, 1, 3, 0.9, -1.0, 1.5, 1.9, -0.3, 0, 2, 0.5
- CC1(C)C2CC[C@]3(C)C(CC=C4[C@@H]5C[C@@](C)(CO)CC[C@]5(C(=O)O)CC[C@]43C)[C@@]2(C)CC[C@@H]1O (stereo partly specified)
  -0.4, -2, -1, 0.4, -0.5, -0.8, ·, -1.3, 1, 1, 3.0
- CCc1ccc(/C=C2\SC(=S)N(CCCC(=O)Nc3nccs3)C2=O)cc1
  -0.4, -4, -5, 0.0, -9.5, 0.5, 0.2, -1.3, -8, 0, -4.2
- O=S(=O)(Nc1nc2ccc(S(=O)(=O)N3CCCC3)cc2s1)c1ccc(F)cc1
  2.7, 1, -2, 0.0, 1.6, -0.7, 0.1, -1.6, -2, -50, -2.0
- O=C(NC(=S)NNC(=O)[C@H]1C[C@@H]1c1ccccc1)c1cccc(F)c1
  -0.3, 5, 3, 0.2, -0.1, 0.7, -0.7, 1.4*, -2, 3, 0.9
- CCOC(=O)C1CCCN(C(=O)c2ccc(Cl)c(S(=O)(=O)N3CCCCC3)c2)C1 (stereo unspecified)
  -1.0, -4, -4, -0.5, 4.1, -1.0, -1.7, -1.8, -3, -3, -1.7
- COC(C[C@H](O)C[C@@H](O)COCc1ccccc1)OC
  -1.2, 2, -1, 0.2, 0.0, -0.6, 0.7, -0.7, 0, 7, 0.0
- COC(=O)/C(=C/c1cccnc1)NC(=O)c1ccccc1
  1.7, 0, -2, 0.1, 1.9, -0.1, -1.7, -1.3, -2, -4, 1.7
- CC(=O)SCCC(=O)Nc1ccccc1
  -0.8, -3, 5, 0.0, 3.7, -0.4, 0.1, -0.5, -3, -1, -1.2
- C[C@H](NC(=O)[C@H]1N2C(=O)c3ccccc3C2SC1(C)C)C(=O)NCc1ccncc1 (stereo partly specified)
  -3.4, 3, -7, 0.7, -2.1, -0.2, -0.1, -0.8, -5, 5, -1.1
- C[C@@H]1CN([C@@H](C)CO)C(=O)Cc2cc(NC(=O)Nc3cccc4ccccc34)ccc2O[C@@H]1CN(C)Cc1ccc(C(F)(F)F)cc1
  2.5, -2, 6, -5.2, -7.3, 0.0, 0.1, -1.2, 1, -10, -0.6
- Clc1ccc(Cc2nnc(-c3cccs3)o2)cc1
  13*, -30, -7, 0.0, 2.3, -0.5, 3.0, -1.1, 2, 6, -0.3
- CCOC(=O)Cn1nnnc1CN(Cc1ccccc1)Cc1cc2cc(CC)ccc2[nH]c1=O
  1.4, -12, 2, -0.5, 0.6, 0.6, 0.8, -1.0, 3, -8, -0.2
